# Screens as filed in PubChem.
# GPR151 activ – activators of human GPR151; activation, % at 11.2 µM; AID 1508602; PathHunter beta-arrestin GPR151 cells, luminescence; Q8TDV0; 650,000 compounds, 1% hits; in the data active = activation above about 4.9%;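 also: 0% = median of compound wells and 100% = cells with positive control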
# Target sequence (Q8TDV0 whole entry, looked up): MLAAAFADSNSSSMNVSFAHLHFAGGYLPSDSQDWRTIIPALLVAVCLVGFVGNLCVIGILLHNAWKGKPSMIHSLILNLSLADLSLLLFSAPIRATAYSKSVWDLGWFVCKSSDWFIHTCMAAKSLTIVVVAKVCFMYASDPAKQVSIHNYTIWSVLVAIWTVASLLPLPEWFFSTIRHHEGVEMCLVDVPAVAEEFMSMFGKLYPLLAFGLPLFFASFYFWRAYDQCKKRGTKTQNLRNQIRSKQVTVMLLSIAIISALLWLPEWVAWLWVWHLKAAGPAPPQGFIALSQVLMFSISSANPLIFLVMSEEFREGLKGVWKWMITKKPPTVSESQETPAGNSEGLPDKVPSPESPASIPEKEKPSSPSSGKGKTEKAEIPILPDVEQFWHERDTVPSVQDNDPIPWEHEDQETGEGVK
# TEAD-YAP block – TEAD-YAP interaction inhibition; HEK-TIYL cells, TEAD-Gal4/YAP UAS-luciferase luminescence; inhibition, % at 9.12 µM; 640,000 compounds, 1.4% hits; AID 1259422; in the data active = inhibition above about 32%;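 also: 0% = median of test compound wells and 100% = reference inhibitor wells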
# MITF inh – human MITF inhibition, primary screen; AlphaScreen MITF homodimerization, bead proximity signal; inhibition, % at 2.6 µM; 650,000 compounds, 0.91% hits; AID 1259374; in the data active = inhibition above about 50%;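 also: 0% = vehicle wells with protein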
# Target sequence (O75030 whole entry, looked up): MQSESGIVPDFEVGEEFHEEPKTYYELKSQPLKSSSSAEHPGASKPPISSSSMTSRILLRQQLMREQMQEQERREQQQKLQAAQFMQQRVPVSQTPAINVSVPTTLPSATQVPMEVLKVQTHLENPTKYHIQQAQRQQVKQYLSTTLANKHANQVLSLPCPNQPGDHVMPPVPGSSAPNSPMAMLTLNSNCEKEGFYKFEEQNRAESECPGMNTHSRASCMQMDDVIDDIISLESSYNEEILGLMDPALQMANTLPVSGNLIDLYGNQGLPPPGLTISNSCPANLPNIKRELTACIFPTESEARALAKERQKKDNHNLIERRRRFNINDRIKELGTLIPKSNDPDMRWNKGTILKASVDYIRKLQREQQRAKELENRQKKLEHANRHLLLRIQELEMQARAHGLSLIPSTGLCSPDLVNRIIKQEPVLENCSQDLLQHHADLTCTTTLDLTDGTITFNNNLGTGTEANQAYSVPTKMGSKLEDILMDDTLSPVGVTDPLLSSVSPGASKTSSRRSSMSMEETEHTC
# FBW7 activator – activators of human E3 ligase FBW7 | Q969H0 | AlphaScreen FBW7–phospho-cyclin E peptide binding, activator screen | normalized activity (activation), % at 26.1 µM | 650,000 compounds, 0.13% hits | AID 1259310; in the data active = normalized activity above about 1.9%;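 also: purified mutant Fbw7 with reduced substrate affinity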
# * hit, by the source's call.
SMILES	FBW7 activator	GPR151 activ	MITF inh	TEAD-YAP block
CCOc1cc(/C=N/n2cnnc2)cc(I)c1O	0.0	0.8	65.3*	-2.1
COc1cccc(NC(=O)C2CCN(C(=O)N3CC(C)Oc4ccc(C)cc43)CC2)c1 (stereo unspecified)	0.6	-0.8	0.4	15.1
CCC(C)NC(=O)C1=CC(c2ccco2)=NS(=O)(=O)N1C (stereo unspecified)	0.2	-0.2	6.3	2.7
Cc1c(Cl)cccc1N1C(N)=C(C#N)C(c2cccs2)C2=C1CCCC2=O (stereo unspecified)	0.3	0.9	13.4	-0.3
CCOC(=O)CN(Cc1c(Cl)cccc1Cl)S(=O)(=O)c1ccc(Br)cc1	0.0	0.2	-7.8	-11.9
CN(C)c1nc(N)c(C#N)c(CC#N)c1C#N	-0.1	1.1	4.3	-7.5
Cc1cc(NC(=O)Nc2ccc(F)cc2)c(=O)n(Cc2ccccc2Cl)c1	0.1	-0.3	10.4	4.6
Cc1ccc2c(c1)C(=O)C(NS(=O)(=O)c1ccc(Cl)cc1)CS2 (stereo unspecified)	0.2	0.1	4.7	10.8
CC(C)NS(=O)(=O)c1ccc(OCC(=O)N(C)Cc2ccccc2)cc1	-0.3	1.1	-11.5	-0.9
COc1ccc(N(CC(=O)NC(C)(C)C)S(=O)(=O)c2ccc(C)cc2)cc1	0.1	-1.1	21.9	2.3
O=C(O)c1ccc(Oc2ccc([N+](=O)[O-])cc2Cl)cc1	-0.1	-1.7	-5.3	5.9
O=C(NC(=S)Nc1ccc(Cl)cn1)c1cccs1	0.4	1.1	5.6	-57.7
CCC(C)NC(=O)c1noc2c1COc1ccc(C)cc1-2 (stereo unspecified)	0.0	0.1	1.3	-7.9
CC1CCCCN1C(=O)/C=C/c1ccccc1 (stereo unspecified)	0.1	0.2	13.2	-18.4
CCOCCCNC(=O)CN1C(=O)CCSc2ccccc21	0.1	-2.3	7.4	7.3
C=CCNC(=S)Nc1ccc(Cl)c(S(=O)(=O)N2CCOCC2)c1	-0.1	2.4	-5.6	1.4
CCCOc1ccc(N2CCN(C(=O)c3ccc(OC)c(OC)c3)CC2)nn1	0.3	0.1	-3.4	15.8
Oc1ccc(/C=N/Nc2nc3ccccc3[nH]2)c(O)c1O	-0.9	-1.1	39.5	-17.0
Cc1ccc(C2CC(C(F)(F)F)n3ncc(C(=O)Nc4ccc5c(c4)OCO5)c3N2)cc1 (stereo unspecified)	-0.1	0.1	-4.7	-1.0
O=C(CSc1nnc(NC(=O)C2CCC2)s1)Nc1ccccc1	-0.3	-0.1	17.5	5.2
O=C(COc1ccc(S(=O)(=O)NC2CCCCC2)cc1)Nc1cccc([N+](=O)[O-])c1	0.1	-0.1	-9.4	8.2
CNC(=O)c1c(-c2ccccc2)oc2ccc(O)cc12	0.1	-0.9	11.7	-8.2
CC1CN(C)CCC1CCc1ccc(NC(=O)Cc2ccc(-n3cnnn3)cc2)cc1 (stereo unspecified)	0.1	-0.5	-6.5	4.6
Cc1ccc(S(=O)(=O)Nc2nnc(CC(C)C)s2)cc1	-0.2	-0.3	6.6	8.7
CCOC(=O)N1CCN(C(=O)CCc2csc3nc(-c4ccc(Cl)cc4)cn23)CC1	0.2	-0.1	5.0	-17.2

# Later entries:
SMILES	FBW7 activator	GPR151 activ	MITF inh	TEAD-YAP block
COc1ccc(CCNc2c(-c3ccccc3O)nc3cnccn23)cc1OC	0.2	-0.8	13.9	9.2
CCN(CC)c1ccc(/C=N/NC(=O)Cn2cncn2)cc1	-0.1	-1.7	17.0	7.4
COc1ccc(C2=NC(c3ccc(C)cc3)NC(c3cccc(OC)c3O)C2)cc1 (stereo unspecified)	0.0	2.5	7.6	-62.1
COc1cc(C(=O)NNC(=O)c2ccccc2C)cc(OC)c1OC	0.0	-0.5	0.6	7.8
CCOc1ccc2c(c1)=C(c1sc(=O)[nH]c1O)C(=O)N=2	0.3	-1.1	2.5	10.4
OCCNc1nc(Nc2ccc3ncccc3c2)nc2c1ncn2Cc1ccc(C(F)(F)F)cc1	0.0	-0.2	9.3	-35.9
CCOc1ccc(S(=O)(=O)Nc2ccc(C(N)=O)cc2)cc1	0.1	1.3	1.4	-8.6
O=C1c2ccccc2NC(c2ccc(O)cc2)N1c1ccccc1 (stereo unspecified)	-0.1	-2.4	-1.8	-22.1
NC(=O)c1cccc(-c2ccc(C(=O)NC3CC3)cc2)c1	0.1	1.0	2.2	2.0
Cc1cc(N2C(=O)C(O)=C(C(=O)c3ccco3)C2c2ccc(C(C)(C)C)cc2)no1 (stereo unspecified)	0.0	-0.9	-1.4	6.0
C=CCOc1ccc2c(C)cc(=O)oc2c1C(=O)c1ccccc1	-0.1	-0.4	-4.1	-8.9
COc1ccccc1NC(=O)C1CC12CCN(Cc1ccco1)CC2 (stereo unspecified)	0.0	-0.4	-69.8	-2.3
O=c1[nH]c(=S)[nH]c(O)c1C=Nc1ccc(Cl)c(Cl)c1	0.0	0.9	-14.8	-6.7
O=C(NCc1nc2ccccc2[nH]1)c1ccc2nc(Nc3ccncn3)sc2c1	-0.3	-0.7	19.7	-5.3
O=C1c2ccccc2C(=O)N1c1ccc([N+](=O)[O-])cc1[N+](=O)[O-]	0.1	1.0	-14.9	-8.7
CCn1c(=O)c2sccc2n2c(CCCC(=O)NCc3ccc(Cl)cc3)nnc12	0.2	1.1	-4.2	5.3
COc1ccc(-c2cccc(NS(=O)(=O)c3ccc(Cl)c(Cl)c3)c2)nn1	-0.2	1.2	-1.2	-9.7
CC1CCc2c(sc3nc(CCC(=O)NCCC4=CCCCC4)[nH]c(=O)c23)C1 (stereo unspecified)	-0.2	2.4	1.1	6.0
CC(Oc1ccc2ccc(=O)oc2c1)C(=O)c1ccccc1 (stereo unspecified)	0.3	-0.9	10.3	0.5
Cc1ccc([N+](=O)[O-])c(OCCCN2C(=O)NC(C)(C)C2=O)c1	0.4	-2.0	16.6	0.5
COc1ccc(-c2nnc3sc(NC(=O)C(C)C)nn23)cc1OC	-0.1	14.3*	-2.8	7.9
COc1ccc(CNCC(=O)Nc2cccc3ccccc23)cc1	-0.1	0.7	6.5	-7.9
CCOC(=O)c1c(-c2ccccc2)oc2ccc(OCc3ccccc3)cc12	0.0	-1.3	8.5	-11.2
CC(C)N(CCO)C(=O)c1cnc2scc(C(C)(C)C)n2c1=O	0.1	-0.5	14.3	5.8
O=C(CCNS(=O)(=O)c1ccc(Br)cc1)NCc1ccc(Cl)cc1	0.5	-1.7	13.5	7.0

# As entered above:
# Reading for COc1ccc(CCNc2c(-c3ccccc3O)nc3cnccn23)cc1OC in MITF inh: 13.9
# Reading for CCOc1ccc(S(=O)(=O)Nc2ccc(C(N)=O)cc2)cc1 in MITF inh: 1.4
# Reading for O=C(CSc1nnc(NC(=O)C2CCC2)s1)Nc1ccccc1 in FBW7 activator: -0.3
# Reading for O=C(CCNS(=O)(=O)c1ccc(Br)cc1)NCc1ccc(Cl)cc1 in FBW7 activator: 0.5

# Retrieved by structure from above, 2 records:
SMILES	FBW7 activator	GPR151 activ	MITF inh	TEAD-YAP block
COc1cc(C(=O)NNC(=O)c2ccccc2C)cc(OC)c1OC	0.0	-0.5	0.6	7.8
O=C1c2ccccc2C(=O)N1c1ccc([N+](=O)[O-])cc1[N+](=O)[O-]	0.1	1.0	-14.9	-8.7

# New compounds follow.
SMILES	FBW7 activator	GPR151 activ	MITF inh	TEAD-YAP block
CCN1C(=O)/C(=C/c2cc(OC)c(OC)cc2Cl)N(C)C1=S	-0.1	-1.3	-1.1	-16.0
O=C(COc1ccc([N+](=O)[O-])cc1Br)N/N=C/c1ccc([N+](=O)[O-])c(O)c1	0.5	-1.2	5.5	14.5
COCCCNC(=O)c1cc(Br)c(C)c(C)c1C	-0.1	0.3	-7.4	0.2
CCN(CC)S(=O)(=O)c1nnc(NC(=O)c2ccccc2OC)s1	-0.2	-0.5	3.3	-13.9
CCOC(=O)C1=C(C)N=c2s/c(=C/c3ccccc3OCc3ccc(F)cc3)c(=O)n2C1c1ccccc1OC(C)C (stereo unspecified)	0.1	-0.8	3.2	-3.9
COc1cc(CC(C)N2CCN(C(C)=O)CC2)ccc1O (stereo unspecified)	0.0	-0.3	8.9	8.4
COc1ccc(OC)c(C(c2c(C)n(C)n(-c3ccccc3)c2=O)c2c(C)n(C)n(-c3ccccc3)c2=O)c1	0.1	-0.7	5.6	3.3
CC(NS(=O)(=O)/C=C/c1ccccc1)C(=O)NNC(=O)c1ccc2c(c1)OCO2 (stereo unspecified)	-0.1	1.0	4.5	-10.4
O=C1OC(c2cc([N+](=O)[O-])ccc2Cl)=N/C1=C\c1ccc(Cl)cc1Cl	0.2	-0.4	9.7	7.1
C/C(N)=C(/C#N)C(=O)COC(=O)C1CCN(S(=O)(=O)c2cccs2)CC1	0.0	1.3	5.2	5.3
O=C(N/N=C/c1ccc(Br)s1)c1ccncc1	0.0	-7.8	-6.8	35.9*
CCOC(=O)C1=C(C)N=c2s/c(=C\c3cc(OC)c(OC)c(OC)c3)c(=O)n2C1c1ccc2c(c1)OCO2 (stereo unspecified)	-0.2	1.4	-4.9	-11.8
COC(=O)C1CCN(Cc2cc(=O)oc3cc4c(cc23)CCC4)CC1	0.1	-0.1	5.8	-3.4
O=C1c2cccnc2C(Nc2cccc([N+](=O)[O-])c2)N1Cc1cccs1 (stereo unspecified)	0.0	0.7	7.0	16.9
O=C(O)c1ccoc1CSCc1occc1C(=O)O	-0.5	0.2	46.0	9.9
COc1ccccc1NC(=O)c1c(NC(=O)c2cc([N+](=O)[O-])ccc2Cl)sc2c1CCCC2	0.0	1.5	-12.6	1.7
CCCCN(C)CCCNC(=O)c1ccc(CNS(=O)(=O)c2ccc(OC)cc2)cc1	0.1	-1.0	-5.5	-19.3
CS(=O)(=O)C1=NSC2=NC(=O)/C(=C\c3ccc(-c4ccccc4)o3)C(=N)N21	0.1	-0.7	6.9	8.3
O=C(NCCOc1ccccc1)C1CC(=O)N(c2ccc(Cl)cc2)C1 (stereo unspecified)	0.1	1.2	2.3	19.3
COc1ccc(Cl)cc1NC(=O)Nc1ccc(I)cc1	0.7	1.6	10.1	-0.4
Cc1ccccc1Cn1c(=O)c2c(nc3n2CCCN3Cc2ccco2)n(C)c1=O	-0.2	0.3	8.5	-4.1
COc1ccccc1C(=O)Nc1cc([N+](=O)[O-])ccc1N1CCCC1	0.0	1.5	10.3	6.6
Cc1nnc2ccc(SCC(=O)N3CCC(OCc4ccccc4)CC3)nn12	0.0	-0.9	12.5	-3.4
CCn1c(Cc2ccccc2)nnc1SCC(=O)N1CCCC(C)C1 (stereo unspecified)	-0.1	-0.3	-12.7	-4.1
Cc1ccc2c(C)nc(Nc3nc(CSc4nc5ccccc5[nH]4)cc(=O)[nH]3)nc2c1	0.4	0.2	4.8	7.5

# Further entries follow:
SMILES	FBW7 activator	GPR151 activ	MITF inh	TEAD-YAP block
CC12CC3CC(C)(C1)CC(C(N)C(=O)O)(C3)C2 (stereo unspecified)	0.0	0.6	3.2	-1.0
CCOC(=O)C1CCCN(C(=O)c2cccs2)C1 (stereo unspecified)	-0.2	-0.6	9.7	-0.8
Cc1ccccc1NC(=O)c1scc2c1CCCC2	-0.1	-1.6	-4.6	-5.9
COC(=O)c1c(OCCCc2cccnc2)cc(=O)n2c1CCN(Cc1ccoc1)CC2	-0.2	0.6	3.5	-11.2
O=C(NCc1cccc(F)c1F)c1ccc(-n2cc(NC(=O)C3CCOCC3)cn2)cc1	-0.1	3.0	-10.2	-1.1
COc1ccc2cc3c(N)nn(C(=O)c4ccc(Cl)c([N+](=O)[O-])c4)c3nc2c1	0.0	0.5	-11.4	7.6
COc1cc(OC)c(C2NCCC3(O)CCCCC23)cc1OC (stereo unspecified)	-0.6	1.1	-4.3	8.1
COc1cc2nc(Nc3cccc(N(C)C)c3)nc(Nc3ccc4c(c3)OCO4)c2cc1OC	-0.4	0.0	29.6	7.6
O=C(COc1ccc(Cl)cc1Cl)Nc1ccc(F)cc1F	-0.2	-0.5	-4.5	-49.7
O=C1N[C@@H](Cc2ccc(Cl)cc2)C(=O)N2CCN(C(=O)Oc3ccc(F)cc3)C[C@H]12	0.0	0.4	15.5	-1.9
CN(C)CCNc1c([N+](=O)[O-])c(=O)sc2ccccc12	-0.1	-4.4	-6.5	-5.7
Cc1ccc(C(O)CNS(=O)(=O)c2ccccc2Br)o1 (stereo unspecified)	0.1	-0.6	11.0	-1.1
COC(=O)c1ccccc1NC(=O)CSc1nc2c(c(=O)n(C)c(=O)n2C)n1C	0.9	-0.9	16.9	1.6
CC(C)N(CCNc1nc(NCc2cccnc2)nc2c1ncn2C1CCCCC1)C(C)C	-0.2	0.6	-9.7	10.4
CCC(=O)N1CCc2cc(S(=O)(=O)N(CCO)Cc3ccccc3)ccc21	-0.1	1.0	3.7	-18.5
CCOc1ccc(S(=O)(=O)N(CC(=O)Nc2ccc(C)c(C)c2)c2ccccc2)cc1	0.7	-1.6	16.2	4.4
COc1ccc(-c2noc(C3CCCN(C(=O)Nc4ccccc4F)C3)n2)cc1 (stereo unspecified)	-0.1	-1.8	2.9	-56.6
O=c1c(=O)n2c(nn1Cc1ccc(F)cc1)sc1ccccc12	-0.3	0.5	-5.7	-1.0
Cc1ccc(NC(=O)c2ccc(Br)cc2)c(C)c1	0.0	-0.1	5.4	-29.3
COc1ccc(Nc2nc3c(F)cccc3s2)cc1	0.0	-0.6	6.0	-48.3
O=C(O)COCC(=O)N(C1CC1)C1CCN(Cc2ccccc2)CC1	0.1	0.7	5.0	-0.9
CCn1c(=O)c2cc(C(=O)NC3CCCC3)sc2c2ccccc21	-0.1	0.6	19.6	-3.4
